SRC1 inh: human NCOA1 inhibition. AID 588354. Q15788. HEK293 GAL4-SRC1 luciferase reporter, luminescence. actives 0.12% (n = 360,000). inhibition, % at 3.6 µM;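 active means inhibition above the campaign mean plus 3 SD, with each screening campaign given its own cutoff, cut at about 60% in these data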;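 further: 0% = DMSO treated cells and 100% = gossypol at 36 µM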
Target sequence (Q15788 whole entry, looked up, the tested form may be a part): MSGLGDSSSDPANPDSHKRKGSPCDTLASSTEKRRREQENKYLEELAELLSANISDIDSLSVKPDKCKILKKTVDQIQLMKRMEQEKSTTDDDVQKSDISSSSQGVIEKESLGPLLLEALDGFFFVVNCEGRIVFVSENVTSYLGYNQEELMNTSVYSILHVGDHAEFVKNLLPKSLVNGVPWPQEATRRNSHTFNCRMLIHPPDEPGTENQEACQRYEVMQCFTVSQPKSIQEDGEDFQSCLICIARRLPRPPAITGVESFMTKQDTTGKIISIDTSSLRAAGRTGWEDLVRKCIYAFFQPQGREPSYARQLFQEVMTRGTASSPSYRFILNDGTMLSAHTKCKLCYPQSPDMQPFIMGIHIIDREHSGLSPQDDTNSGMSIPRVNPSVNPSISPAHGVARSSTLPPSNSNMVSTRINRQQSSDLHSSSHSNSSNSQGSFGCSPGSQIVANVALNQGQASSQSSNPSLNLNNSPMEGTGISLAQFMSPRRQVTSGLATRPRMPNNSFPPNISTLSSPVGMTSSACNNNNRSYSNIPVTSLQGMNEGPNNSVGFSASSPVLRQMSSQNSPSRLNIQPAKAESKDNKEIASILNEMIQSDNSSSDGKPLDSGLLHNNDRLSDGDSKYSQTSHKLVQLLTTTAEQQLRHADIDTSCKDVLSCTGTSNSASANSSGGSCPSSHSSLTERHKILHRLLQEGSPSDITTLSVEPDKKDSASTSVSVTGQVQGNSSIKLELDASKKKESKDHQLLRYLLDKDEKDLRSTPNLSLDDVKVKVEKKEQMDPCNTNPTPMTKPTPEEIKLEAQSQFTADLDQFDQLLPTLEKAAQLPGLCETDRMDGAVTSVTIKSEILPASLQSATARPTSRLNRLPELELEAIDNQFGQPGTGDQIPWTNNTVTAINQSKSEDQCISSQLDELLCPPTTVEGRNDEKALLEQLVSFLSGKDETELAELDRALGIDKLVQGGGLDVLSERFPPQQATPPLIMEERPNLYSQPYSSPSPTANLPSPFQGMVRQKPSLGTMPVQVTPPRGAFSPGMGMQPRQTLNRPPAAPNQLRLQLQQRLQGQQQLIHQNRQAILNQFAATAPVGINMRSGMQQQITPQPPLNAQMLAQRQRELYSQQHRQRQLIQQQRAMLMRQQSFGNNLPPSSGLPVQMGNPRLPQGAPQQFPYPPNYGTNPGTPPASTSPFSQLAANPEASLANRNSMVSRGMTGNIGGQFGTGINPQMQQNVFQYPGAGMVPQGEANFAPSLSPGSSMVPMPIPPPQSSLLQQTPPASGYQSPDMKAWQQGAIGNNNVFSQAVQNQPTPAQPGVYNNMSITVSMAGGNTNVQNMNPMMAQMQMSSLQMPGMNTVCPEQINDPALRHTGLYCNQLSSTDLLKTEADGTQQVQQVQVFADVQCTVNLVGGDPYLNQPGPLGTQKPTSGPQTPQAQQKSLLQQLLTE
NR5A2 inv ag: suppresses constitutive activity of human LRH-1 | O00482 | HEK293T StAR-luciferase reporter, LRH-1 transfected, 24 h | inhibition, % at 3.6 µM | actives 0.13% (n = 360,000);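 active means inhibition above the mean inhibition of all tested compounds plus 3 SD, cut at about 73% in these data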;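 further: 0% = DMSO wells and 100% = reporter-only cells lacking LRH-1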
TLR9-MyD88 inh: inhibitors of human TLR9-MyD88 binding; Q9NR96+Q99836; CHO BLA complementation TLR9-MyD88, CCF4 FRET ratio; inhibition, % at 4.98 µM; actives 0.21% (n = 340,000); AID 504734;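 active means inhibition above the mean over all tested compounds plus 3 SD, cut at about 21% in these data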;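 further: 0% = DMSO only wells and 100% = clavulanate BLA inhibitor control wells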
SRC2 inh: human SRC2 (NCOA2) inhibition; HEK293 GAL4-SRC2 luciferase reporter, luminescence; Q15596; actives 0.17% (n = 370,000); inhibition, % at 9 µM;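 active means inhibition above the mean inhibition of all tested compounds plus 3 SD, set per campaign, cut at about 52% in these data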;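 further: 0% = DMSO treated cells and 100% = cells given Gossypol at 36 µM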
Exocytosis inh: blocks lytic granule exocytosis; inhibition, % at 10 µM; AID 651702; actives 0.66% (n = 360,000); TALL-104 LAMP-1 surface exposure, flow cytometry; cells stimulated with thapsigargin and PMA;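 active means inhibition above about 55%, limit read from the data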
NCOA3 inh: human NCOA3 inhibition; Q9Y6Q9; inhibition, % at 3.6 µM; HEK293 GAL4-SRC3 luciferase reporter, luminescence; actives 0.17% (n = 360,000);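 active means inhibition above a per-campaign cutoff, the mean of all compounds plus 3 SD, cut at about 60% in these data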;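 further: 0% = DMSO-treated cells and 100% = gossypol-treated cells at 36 µM; higher means less SRC3-driven luciferase light from the GAL4 reporter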
TROY NFkB inh: blocks TROY-dependent signaling in reporter cells. AID 1347056. Q293 LMP1-TROYcd NF-kB luciferase reporter, 4 h. inhibition, % at 10 µM. actives 0.98% (n = 360,000);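 active means compounds whose plate-normalised and pattern-corrected inhibition of the luciferase reporter signal at the single screening dose is 50% or more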
ABHD5-PLIN5 inh: inhibitors of human ABHD5-perilipin-5 interaction | Q00G26+Q8WTS1 | Split G. princeps luciferase complementation, luminescence, 4 h | inhibition, % at 4 µM | actives 0.78% (n = 360,000);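 active means inhibition above the mean inhibition across every tested compound plus 3 SD, cut at about 22% in these data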;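 further: 0% = DMSO only wells and the 100% control is not disclosed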
NR2F2 inh: blocks human COUP-TFII nuclear receptor | P24468 | HEK293T NGFI-A luciferase reporter, luminescence | inhibition, % at 8.6 µM | actives 0.7% (n = 370,000) | AID 686940;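 active means inhibition above a per-plate cutoff, mean inhibition of test wells between control levels plus 3 SD, cut at about 38% in these data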;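 further: cells cotransfected with COUP-TFII expression vector driving the NGFI-A reporter; 0% = median of COUP-TF2 test wells and 100% = reporter-only cells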
NOD2 RIPK2 PPI: blocks binding of human NOD2 to RIPK2; O43353; CHO BLA complementation NOD2-RIPK2, CCF4 ratio; inhibition, % at 4.98 µM; actives 0.38% (n = 360,000); AID 624267; in the data active means inhibition above about 21%;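 further: 0% = vehicle only and 100% = reference blocker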
TWEAK-Fn14 inh: inhibitors of TWEAK-Fn14 interaction signaling. TWEAK-stimulated Fn14 reporter cells, luciferase luminescence, 8 h. actives 2% (n = 360,000). inhibition, % at 10 µM; in the data active means inhibition above about 50%
* = called active by the depositor; nt = no result given. Not all compounds are listed (hit frequency here may not be typical).

SMILES	SRC1 inh	NR5A2 inv ag	TLR9-MyD88 inh	SRC2 inh	Exocytosis inh	NCOA3 inh	TROY NFkB inh	ABHD5-PLIN5 inh	NR2F2 inh	NOD2 RIPK2 PPI	TWEAK-Fn14 inh
COc1cc(C(=O)NC2CC3CCCC(C2)N3CC(=O)Nc2ccccc2)cc(OC)c1OC (stereo not given)	-4	-8	5	10	1	14	-1	0	3	-9	-22
COc1ccc(CC(=O)Oc2ccc(C)cc2C)cc1	4	13	-1	2	-4	6	1	-2	16	-1	-21
Cc1nc2ccc(NC(=O)CSc3nnc(C)s3)cc2[nH]1	-2	-1	-1	-16	0	-6	11	-11	3	3	-1
O=C1NCCN(Cc2ccc(Cl)c(F)c2)C1CC(=O)N1CCc2ccccc2C1 (stereo not given)	-20	20	5	-27	-3	8	-6	1	4	-3	2
CN(C)CCOC(=O)c1sc2ccccc2c1Cl	5	13	6	-5	-2	10	-6	1	-16	10	0
CC(C)CCNc1nc2ccccc2nc1NS(=O)(=O)c1cccs1	3	-4	9	5	-4	4	-11	11	-10	10	27
CC[C@H](C)[C@@H](N)C(=O)NC[C@H]1O[C@@H](n2cnc3c(=O)[nH]c(N)nc32)[C@H](O)[C@@H]1O	6	17	nt	2	-1	15	-14	-9	5	1	-8
COc1ccc(CCNc2oc(-c3ccc(C)cc3)nc2C#N)cc1OC	-13	1	-7	-5	2	3	-2	-1	19	2	-13
CCOC(=O)c1cc2c(=O)[nH]c(C(Cl)(Cl)Cl)nc2o1	4	8	-5	7	-4	-8	5	-1	3	4	2
O=C(CCN1CCCC1=O)NC1CCCc2c1cnn2-c1ccccc1F (stereo not given)	2	8	-10	9	31	-4	-45	-4	3	-9	-16
CCCS(=O)(=O)c1ccc(COC(=O)c2cccc(NC(=O)C(C)C)c2)cc1	-10	0	3	-27	0	-7	11	2	6	-13	12
NC(=O)CSc1nnc(-c2ccncc2)o1	3	3	7	-29	-8	-4	1	-3	-12	-6	0
O=C(NC1CC1)c1sc2cc(F)ccc2c1Cl	-37	-59	-5	-28	2	-29	-46	8	-4	-9	-9
CC1(C(=O)NCc2ccccc2)CSCC(=O)N1CCCn1ccnc1 (stereo not given)	nt	-13	nt	20	3	nt	nt	4	9	-15	nt
CCCCC(=O)N(C)c1c(CC)nc2c(OCC3CCCCC3)cccn12	11	20	nt	-1	-6	-17	9	-5	11	-2	4
O=C(O)Cc1ccc2oc(-c3cccnc3)nc2c1	-23	0	6	-3	-2	5	-8	-1	-5	-3	4
O=S(=O)(/C=C/c1ccccc1)N1CCN(c2ccccc2)CC1	-19	11	11	19	-13	13	-4	-11	-15	0	-6
O=[N+]([O-])c1ccc(CSC2=NCCS2)cc1	-58	-11	-10	-42	-3	-38	-27	-3	4	-6	14
O=C1C2C3C=CC(C3)C2C(=O)N1Nc1ccc([N+](=O)[O-])cc1[N+](=O)[O-] (stereo not given)	-21	-9	7	-34	-4	12	6	-1	-13	-5	10
CNS(=O)(=O)c1cccc(C(=O)OCc2cc(C(C)=O)ccc2OC)c1	-11	28	-3	-24	-1	2	-3	-2	4	-10	5
O=c1[nH]c(/C=C/c2ccccc2OC(F)F)nc2c1cnn2-c1ccccc1	1	3	2	-6	-2	6	21	-7	-12	3	1
O=C(Cn1[nH]c(=O)c2ccccc2c1=O)NCCN1C(=O)S/C(=C\c2ccccc2)C1=O	-39	-1	-3	-12	2	-1	0	6	14	-1	14
Cc1ccc(C)c(-n2nnnc2Sc2nc([N+](=O)[O-])nn2C)c1	-13	7	-8	3	-1	25	-1	2	7	6	12
CCc1cccc(CC)c1N1C(=O)CSCC1=O	-1	-10	-5	-16	-2	4	-11	7	-14	-7	10
Cc1[nH]c(=O)[nH]c(=O)c1S(=O)(=O)Nc1ccc(F)cc1F	2	21	1	7	14	1	-1	4	26	-16	6
CC1CN(C(=O)Nc2ccc3c(c2)OCO3)CC(C)O1 (stereo not given)	-63	-53	0	-19	1	-43	-5	1	-30	-4	-20
CCOc1ccc(NC(=O)C/C(N)=N/O)cc1	-5	17	15	-22	-2	3	-32	5	-4	-1	-1
COc1ccc(CNC(=O)C[C@H]2C(=O)N(c3ccccc3)C[C@@H]2Cc2ccccc2)cc1	5	25	-14	9	5	11	7	9	9	-2	-15
CCCCSc1nnc(NC(=O)CCc2ccccc2)s1	-13	2	-1	-8	-2	12	-13	-5	-8	-2	12
N#C/C(=C(/O)c1ccco1)c1nc2ccccc2[nH]1	-3	12	-6	-14	2	10	-3	0	1	-12	6
Cc1ccc2nc(N3CCN(S(=O)(=O)c4ccc(C)c(Cl)c4)CC3)c(C#N)cc2c1	11	2	-3	-9	-3	4	-10	-3	4	1	5
CC1=NN(C(N)=S)C(=O)C1N=Nc1cc(Cl)ccc1Cl (stereo not given)	-6	-9	-4	0	-8	-14	-16	-2	-1	13	-10
CCc1cc(OCCN(C)C)ccc1Cl	10	6	2	7	2	0	2	2	2	-6	-2
Cc1cccc(C(=O)N2CCC(Cc3ccccc3)CC2)c1[N+](=O)[O-]	19	-18	0	35	0	14	26	5	15	5	-22
O=C1OC(Nc2ccc(F)c([N+](=O)[O-])c2)c2ccccc21 (stereo not given)	22	2	-8	-16	-2	-2	-2	-3	-10	-5	21
COc1ccc(N(C(=O)c2ccccc2C)S(=O)(=O)c2cccs2)cc1	-8	7	-5	30	4	-8	18	0	-43	2	23
Cc1cc(C)nc(Sc2ncnc3c2oc2ccccc23)n1	-37	-30	10	-25	-2	-11	-31	1	8	-13	56*
CC(C)C[C@H]1CN=C(N(C)C)N1CC1CCCCCC1	-7	16	8	13	15	0	-22	0	0	-8	1
Cc1ccc(CNC(=O)c2ccc(Cn3nc(C)c(Cl)c3C)o2)cc1	-10	14	-1	2	0	-3	-20	16	2	-1	-9
COc1ccc(C(=O)NC(C(=O)NCC(=O)Nc2c(C)cccc2C)C(C)C)cc1 (stereo not given)	2	-11	-2	-15	15	15	8	-1	-8	-7	-25
CC(C)CC(C(=O)NC(C)(C)C)N(Cc1cccs1)C(=O)c1snc(C(N)=O)c1N (stereo not given)	17	8	-6	-41	-4	2	24	0	7	-77	5
CCOC(=O)C1CCN(Cc2ccc(OC)cc2OC)CC1	-8	8	2	12	3	4	-8	10	10	-4	7
CCc1c(C)nc(Nc2nc(C)c3cc(OC)ccc3n2)[nH]c1=O	7	12	-1	-20	-1	-1	-55	3	4	-2	-8
CC(=O)NC1(c2ccccc2)CCN(C(=O)N2CCOCC2)CC1	-5	0	8	-31	-2	-2	0	3	-16	1	-1
COc1ccc(NC(=O)C2Cc3c(-c4cccc(C(C)=O)c4)ccnc3O2)cc1 (stereo not given)	-2	18	nt	-8	1	-12	5	-2	-12	5	-1
N#Cc1ccc(NC(=O)CSc2n[nH]c(=O)n2C2CC2)cc1	-2	4	-1	-6	-5	13	-31	2	4	2	16
CCCc1nc(SCC(=O)Nc2ccccc2OC)c2c(=O)n(C)c(=O)n(C)c2n1	-4	21	12	19	-5	10	34	-3	0	-15	16
CC(C)(C)OC(=O)N/N=C\c1ccc([N+](=O)[O-])s1	-22	-6	5	-34	0	-35	66*	1	-30	-1	91*
c1ccc2c(c1)ncn2CCCOc1ccc2c(c1)CCC2	-35	-9	0	-11	4	-20	-25	-1	-18	6	-20
N#C/C(=C/c1ccc(Sc2nc3ccccc3[nH]2)o1)c1ccccc1F	-19	-17	-6	18	29	3	43	4	14	2	21
CC(CCc1ccccc1)NC(=O)C1CCN(S(=O)(=O)N2CCCCC2)CC1 (stereo not given)	-5	-6	14	11	-1	7	-7	7	-2	-4	-9
O=c1[nH]ncc(N2CCN(Cc3ccccc3)CC2)c1Cl	-16	18	13	-9	-2	22	6	2	-10	10	0
Cc1csc(SC(C)C(=O)Nc2ccc(S(=O)(=O)N3CCCC3)cc2)n1 (stereo not given)	-7	8	4	0	-2	-7	-9	-5	3	-5	-6
O=C(NCCS(=O)(=O)NCC1CCCO1)c1ccccc1 (stereo not given)	5	19	1	4	14	12	-8	10	-19	-2	5
COc1ccc(-c2cccc(C(=O)NCC(=O)O)c2)cc1	-16	-50	3	-30	4	-44	-75	10	-12	-13	-22
CCOC(=O)c1c(C)[nH]c(C(=O)OCC(=O)N2CCCC2=O)c1C	-42	-38	10	-14	-3	-32	-60	3	-23	-3	-6
O=c1[nH]cnc2c1ncn2[C@@H]1C[C@@H](O)[C@H](CO)O1	-1	-1	7	3	-9	-5	8	-5	14	5	-23
O=S(=O)(Nc1cccnc1)c1ccc(Br)c2ccccc12	4	9	2	-14	-4	-22	9	1	17	4	0
CCOC(=O)[C@@H]1[C@H]2COc3cc(OC)ccc3[C@H]2N2C(=O)N(c3ccc(Br)cc3)C(=O)[C@]12C	-1	-5	6	-15	25	12	-22	1	0	-1	-26
O=C(Cc1ccc([N+](=O)[O-])cc1)NCCS(=O)(=O)N1CCN(c2ccccc2)CC1	1	9	12	-17	2	-8	12	0	21	-8	-2

Pulled one by one from above (2):
SMILES	SRC1 inh	NR5A2 inv ag	TLR9-MyD88 inh	SRC2 inh	Exocytosis inh	NCOA3 inh	TROY NFkB inh	ABHD5-PLIN5 inh	NR2F2 inh	NOD2 RIPK2 PPI	TWEAK-Fn14 inh
CCOC(=O)C1CCN(Cc2ccc(OC)cc2OC)CC1	-8	8	2	12	3	4	-8	10	10	-4	7
O=S(=O)(Nc1cccnc1)c1ccc(Br)c2ccccc12	4	9	2	-14	-4	-22	9	1	17	4	0

More structures
SMILES	SRC1 inh	NR5A2 inv ag	TLR9-MyD88 inh	SRC2 inh	Exocytosis inh	NCOA3 inh	TROY NFkB inh	ABHD5-PLIN5 inh	NR2F2 inh	NOD2 RIPK2 PPI	TWEAK-Fn14 inh
CC1(C)CC(N2CCN(Cc3ccccc3)CC2)=CC(=[N+]2CCCCC2)C1	37	57	0	29	7	44	30	6	53*	11	26
O=c1c2cc3c(cc2[nH]c(=S)n1C1CCN(Cc2ccccc2)CC1)OCO3	7	3	-5	20	5	-12	9	-1	5	-2	12
COc1ccc(-c2csc(N3C(=O)C4C5c6ccccc6C(c6ccccc65)[C@@H]4C3=O)n2)cc1 (stereo not given in full)	11	13	2	2	-1	17	-12	0	9	-5	7
c1ccc2c(c1)CNC1(CCCCC1)C2	-30	13	-2	-43	-4	11	13	-2	-12	4	-11
COc1cc(NC(=O)CSc2nnc3c(C)cc4c(C)ccc(C)c4n23)c(C(=O)O)cc1OC	-6	1	4	-3	-2	11	4	0	0	-13	3
O=C(CCNC(=O)c1ccccc1Cl)Nc1nc(-c2ccc3ccccc3c2)cs1	-12	-20	-10	0	-2	6	34	5	5	-3	53*
O=S(=O)(NCc1ccccn1)C(F)(F)F	0	10	2	-1	3	0	4	3	-19	-3	8
Cc1cc(SCC(=O)c2cc(C)n(C)c2C)nc2ccccc12	10	-16	-12	4	1	20	-5	0	12	-8	-13
CCNCCNC(=O)c1c(O)c2c([nH]c1=O)CCCC2	0	-35	-2	1	-1	-1	-12	-5	-11	0	-1
CCOC(=O)Nc1ccc2c(c1)Sc1ccccc1N2C(=O)CCN1CCOCC1	-10	10	-3	-13	14	5	-13	4	-9	-7	-7
CC(C)(O)c1ccccc1CC[C@@H](SCC1(CC(=O)O)CC1)c1cccc(/C=C/c2ccc3ccc(Cl)cc3n2)c1	-49	-65	-2	nt	1	-39	3	-10	nt	-7	-60

Bioassay records: PubChem, several laboratories
